# Source: PubChem
# 14-3-3 Bad PPI: disrupts binding of bovine 14-3-3 zeta to phospho-Bad peptide. P63103. TR-FRET 14-3-3zeta/Dy647-pBad peptide displacement, 1 h. inhibition, % at 21.7 µM. 220,000 tested, 0.71% active. AID 781;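 active = inhibition above about 70%, limit read from the data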;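 note: 0% = full 14-3-3 plus peptide FRET controls and 100% = background without 14-3-3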
# Target sequence (P63103 whole entry, looked up): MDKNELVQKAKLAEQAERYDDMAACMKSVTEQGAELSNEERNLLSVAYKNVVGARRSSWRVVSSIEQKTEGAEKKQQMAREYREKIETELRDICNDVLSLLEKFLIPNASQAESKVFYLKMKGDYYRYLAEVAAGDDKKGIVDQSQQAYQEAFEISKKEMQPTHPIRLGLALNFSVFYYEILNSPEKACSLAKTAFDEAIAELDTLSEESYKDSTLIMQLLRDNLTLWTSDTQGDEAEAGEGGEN
# L929 necroptosis: blocks zVAD induced death of L929 cells; AID 1377; L929 zVAD necroptosis rescue, ATP luminescence, 24 h; with zVAD 60 µM; 220,000 tested, 0.38% active; viability rescue, % at 10 µM;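 active = activation, scaled between plate controls, above about 75%, limit read from the data; inactive = activation under that limit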;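 note: 0% = zVAD with DMSO and 100% = DMSO alone without zVAD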
# Hck Nef HTS: human Hck-Nef kinase inhibition. P08631. Recombinant Hck-YEEI plus Nef, Z-Lyte FRET kinase assay. inhibition, % at 20 µM. 220,000 tested, 0.68% active. AID 463187;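 active = Hck-Nef kinase inhibition above about 50%, limit read from the data; inactive = inhibition below that limit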;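 note: 0% = DMSO with Hck plus Nef and 100% = Hck alone without Nef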
# PGE2 EP2 inh: inhibitors of human EP2 prostaglandin E2 receptor; 260,000 tested, 0.52% active; C6 glioma cells expressing human EP2, cAMP TR-FRET; cells stimulated with saturating PGE2; inhibition, % at 25 µM; P43116;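 active = percent inhibition above 40 after rounding to a whole number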;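 note: rat C6 glioma host cells with rolipram phosphodiesterase inhibitor present; the protocol text gives 20 µM as final concentration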
# Target sequence (P43116 whole entry, looked up): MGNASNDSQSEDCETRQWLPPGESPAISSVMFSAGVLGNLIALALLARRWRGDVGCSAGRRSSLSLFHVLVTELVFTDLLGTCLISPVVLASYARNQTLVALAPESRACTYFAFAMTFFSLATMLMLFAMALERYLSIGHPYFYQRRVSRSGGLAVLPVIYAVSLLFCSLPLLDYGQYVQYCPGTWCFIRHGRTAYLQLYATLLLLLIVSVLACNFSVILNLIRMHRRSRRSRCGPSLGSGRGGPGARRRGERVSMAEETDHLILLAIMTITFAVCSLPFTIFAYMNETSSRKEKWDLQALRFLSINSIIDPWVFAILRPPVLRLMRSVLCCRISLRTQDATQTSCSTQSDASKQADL
# Calpain2 inh: blocks pig calpain II enzyme activity | purified calpain II, fluorogenic peptide substrate, 30 min | inhibition, % at 16 µM | 220,000 tested, 0.37% active;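 active = inhibition above about 50%, limit read from the data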
# Tb hexokinase: T. brucei hexokinase 1 inhibition | recombinant TbHK1, G6PDH-coupled NADH A340 | inhibition, % at 10 µM | 220,000 tested, 0.11% active | AID 1430;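 active = inhibition of 50% or more in the single-dose primary screen; inactive = inhibition below 50%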
# Rad51 HR inh: blocks human Rad51 in homologous recombination; Q06609; hRad51 DNA strand exchange, fluorescence dequenching; inhibition, % at 10 µM; 200,000 tested, 0.085% active; AID 1385;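 active = inhibition above 40% at the single screening dose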;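 note: 0% = DMSO control wells and 100% = blanks with heterologous ssDNA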
# Target sequence (Q06609 whole entry, looked up): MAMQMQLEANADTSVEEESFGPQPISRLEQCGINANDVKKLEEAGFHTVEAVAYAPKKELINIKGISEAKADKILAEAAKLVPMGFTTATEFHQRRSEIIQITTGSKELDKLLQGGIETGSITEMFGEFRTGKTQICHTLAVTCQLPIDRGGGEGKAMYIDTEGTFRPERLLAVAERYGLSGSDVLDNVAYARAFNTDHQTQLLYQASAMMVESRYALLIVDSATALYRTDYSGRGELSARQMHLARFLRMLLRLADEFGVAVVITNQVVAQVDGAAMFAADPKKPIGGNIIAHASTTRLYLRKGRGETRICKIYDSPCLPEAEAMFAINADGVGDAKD
#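 Test system – preformed human Rad51 ssDNA filaments · Reagent – Donor/quencher-labelled 47-bp dsDNA substrate · Incubation – 37 °C 15-min filament assembly, 30-min compound preincubation, 15-min exchange · Signal – FRET fluorescence dequenching, excitation 485 nm, emission 520 nm · Read-out – percent inhibition from fluorescence, normalised to plate control and blank means · Benchmarks – plate control and blank wells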
# eIF4E 4G PPI: eIF4E/eIF4G interaction inhibition in translation initiation; 220,000 tested, 0.37% active; AID 782; TR-FRET eIF4E-eIF4GI(517-606) binding, 2 h; P63073+Q04637; inhibition, % at 21.7 µM;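 active = inhibition above about 30%, limit read from the data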;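 note: 0% = full FRET control wells and 100% = background wells lacking eIF4GI fragment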
# EP2 modulator: modulators of human EP2 prostaglandin E2 receptor. P43116. EP2-expressing cells, cAMP HTRF FRET, PGE2 co-stimulation. induction, % at 25 µM. 260,000 tested, 0.83% active;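 active = compounds whose cAMP rise, as percent of the full-agonist control response, exceeds 60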;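 note: rat C6 glioma line stably carrying human EP2 under a CMV promoter; the protocol text gives 20 µM as final concentration; 100% = response of wells given 1 µM PGE2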
# * marks the source's active call; other numbers are inactive results; x = no result given; & = joins results of further samples; [ ] = dose if it differs, or a comment.
SMILES,14-3-3 Bad PPI,L929 necroptosis,Hck Nef HTS,PGE2 EP2 inh,Calpain2 inh,Tb hexokinase,Rad51 HR inh,eIF4E 4G PPI,EP2 modulator
CN1CCN(C(=O)Nc2ccc3c(c2)N(C)C(=O)c2ccccc2S3)CC1,-13.1,2.4,25.6,2.8,-46.3,-11.6,5.2,-2.4,-13.4
CCCn1c(C)cc(C(=O)COC(=O)c2nccnc2N)c1C,-14.1,6.6,26.6,6.4,-24.9,-12.9,6.1,-3.0,1.6
COc1ccc2[nH]c3nc(SCC(=O)NNC(=O)c4ccc(OC)c(OC)c4)nnc3c2c1,-5.6,0.2,3.6,5.4,-13.6,-1.5,13.5,5.7,12.2
COc1ccc(C(CCN2CCOCC2)c2c(O)cc(OC)cc2OC)cc1 (stereo not given),-2.9,-0.9,22.0,17.3,-13.3,-12.1,-0.3,0.1,-2.6
COc1ccc(NC(=O)c2nc3nc(C)cc(C(F)F)n3n2)cc1OC,0.2,0.6,-6.8,7.9,-6.0,-13.1,-7.4,4.5,6.8
CC(C)(C)c1ccc(C(=O)NNC(=S)NCc2ccco2)cc1,-11.8,0.3,-3.8,10.2,17.2,10.3,-1.3,-0.4,-26.6
OC1(c2ccc(F)cc2)CSC(=Nc2cccnc2)N1Cc1ccco1 (stereo not given),-9.4,1.8,-2.0,4.3,-16.4,3.5,26.4,-0.7,11.5
CN1CCN(C(=S)c2ccc(Cl)cc2)CC1,-17.0[fluorescence artefact?],0.0,-1.5,6.4,-41.3,-11.4,-4.0,11.2,27.1
O=C(CC1C(=O)NCCN1Cc1ccoc1)NCCc1ccc(Cl)cc1 (stereo not given),-3.6,2.7,19.9,20.3,-34.6,-6.1,3.2,-0.1,21.7
CC(C(=O)NCCN1CCOCC1)(c1ccccc1)c1ccccc1,-13.3,0.4,18.2,3.6,-8.9,2.2,-15.6,-1.5,16.6
C/C(=N\NC(=O)c1cccc(S(=O)(=O)Nc2ccccc2Cl)c1)c1ccc(-n2ccnc2)cc1,7.0,1.1,1.8,0.7,-116.7,-10.6,-1.9,-2.2,-8.2
COc1ccc(/C=C/C(=O)Nc2ccc(OC)nc2)cc1,12.2,x,0.8,3.7,-6.0,-22.9,x,-0.4,-18.3
CSc1nsc(SC)c1C(=O)N1CCN(S(=O)(=O)c2ccc(C)cc2)C1C(C)C (stereo not given),-2.4,-0.7,3.9,9.3,-2.1,14.0,3.4,-5.0[fluorescence artefact?],34.9
O=C(Nc1cccc(-c2nc3ncccc3o2)c1)c1sc2cc(Cl)ccc2c1Cl,34.5,0.1,-0.3,10.3,20.6,-14.3,3.1,-8.9[fluorescence artefact?],20.5
COc1cc(NC(=O)Nc2ccc(Cl)c(Cl)c2)c(C(=O)O)cc1OC,9.1,1.5,27.1,8.6,-109.8,-6.5,x,-0.9,-19.1
CCCCCCCCCC[n+]1cccc2c3ccccc3ccc21,5.1,10.1,30.8,25.3,-428.6,4.2,-6.1,6.2,-10.7
CC(C)OP(=O)(c1ccc(N(C)C)cc1)C(O)c1ccccc1 (stereo not given),x,0.4,6.0,8.4,-17.3,-1.4,-8.5,x,18.2
COc1ccc(OC)c2c(C)c(C)[nH]c12,-2.3,-0.3,17.1,8.6,8.2,-7.7,-5.4,-1.9,11.5
Cc1ccc(NC(=O)OCc2cncs2)cc1,-6.3,1.1,6.2,2.4,0.9,0.7,30.9,-0.6,-2.4
O=C(O)c1ccccc1CSc1ncccc1C(=O)O,6.1,1.6,-11.2,0.7,7.0,2.8,3.8,-1.9,31.6
CC1CCN(CCC(=O)Nc2ccc3c(c2)OCCO3)CC1,5.3,0.0,-0.7,-0.6,5.6,-1.7,-5.9,0.1,3.4
COc1ccc(-c2cn(-c3ccc(OC)cc3)c3[n+]2-c2ccccc2CC3)cc1,5.9,-0.3,3.9,3.3,-25.3,10.3,3.1,3.2[fluorescence artefact?],-13.4
CCSC1=NCCN1S(=O)(=O)c1ccccc1,-11.0,-0.8,24.6,6.7,-17.2,-3.4,-3.7,-2.4,11.8
O=C(c1noc2c1CCCCC2)N1CCOCC1,-5.3[fluorescence artefact?],-0.7,-4.1,4.2,4.5,0.6,6.5,3.5[fluorescence artefact?],30.4
O=C(CSc1nc2ccccc2c(=O)n1Cc1ccc(Cl)cc1)NCc1cccs1,4.1,0.2,8.2,6.9,21.4,9.3,1.0,13.1,9.7
NCCSC1CC(=O)N(Cc2ccc(F)cc2)C1=O (stereo not given),-9.1,35.6,17.1,8.8,-3.9,3.6,6.5,-0.5,8.1
Cc1ccc(CNC(=O)CSc2n[nH]c(N)n2)cc1,-0.8,-0.9,0.8,5.5,-14.7,0.7,5.9,-8.4[fluorescence artefact?],17.2
Cc1nc(C)c(C(=O)O)s1,-2.7,0.1,36.6,5.2,-35.8,-6.2,6.5,-8.1,29.4
O=C(O)Cc1c(O)ccc2ccccc12,21.6,0.2,0.9,15.4&11.1,-91.0,-2.7,1.9,9.9,11.9&-3.8
CC1CC(C)(C)NC(=S)N1CCC(=O)N1CCc2ccccc21 (stereo not given),-17.9,0.7,-0.6,15.8,-16.6,-0.2,-7.2,5.2,27.6
CCCCSc1nnc(CSc2nc3nc(C)cc(C)n3n2)o1,3.5,0.5,7.0,8.1,19.8,-7.7,9.3,-10.6,4.3
CCCCCCN1CC(C(=O)OCC)C(=O)C1=O (stereo not given),-1.4[fluorescence artefact?],-0.1,2.4,14.4,7.2,-6.4,-12.5,2.1[fluorescence artefact?],14.8
N#CC1=C(N)C(C#N)(C#N)C(c2cccnc2)C2CN(C(=O)OCc3ccccc3)CC=C12 (stereo not given),-2.1,-1.2,14.7,24.9,-64.5,-6.9,-24.1,0.1[fluorescence artefact?],7.0
Cc1cc(C(=O)COc2ccc(C#N)cc2)c(C)n1-c1ccc2c(c1)OCO2,-21.3,0.4,3.9,3.4,15.2,-7.7,3.5,-3.9,-19.9
COc1ccccc1CC(=O)NC1CCCc2ccccc21 (stereo not given),8.1,0.0,-5.5,3.5,34.0,-3.5,x,2.0,8.9
CCNC(=O)CN(c1ccc(C)cc1)S(=O)(=O)c1ccc(SC)cc1,-5.9[fluorescence artefact?],-0.1,3.4,4.0,-21.2,43.4,-3.8,-2.1[fluorescence artefact?],3.5
O=C(NNS(=O)(=O)c1ccc(Br)cc1)c1sccc1-n1cccc1,-17.3,1.7,21.7,3.7,-36.2,-5.5,8.3,-0.2,7.8
COc1cc(CNCc2cccs2)ccc1OCc1cccs1,11.0,-0.3,0.5,5.6&10.9,10.2,0.9,-1.0,2.5[fluorescence artefact?],-82.3&-24.6
CCCS(=O)(=O)N1CCC(C(=O)NC2CCC(C)CC2)CC1 (stereo not given),0.1[fluorescence artefact?],0.4,3.2,3.0,8.7,1.1,-3.7,0.1[fluorescence artefact?],13.7
Cc1nc2c(ccc3nc(NC(=O)C(c4ccccc4)c4ccccc4)sc32)s1,6.0,x,-3.2,11.4,-45.5,-4.2,0.5,-0.8,9.1
CCCc1cc(-c2nc(-c3ccc(Cl)cc3)cs2)ccn1,2.7,0.0,1.3,3.6,14.7,-4.8,-1.1,-1.1,25.9
CCCCCCCCn1c(N2CCN(c3cccc(Cl)c3)CC2)nc2c1c(=O)[nH]c(=O)n2C,-6.9,1.1,1.0,4.0,-5.6,-0.8,5.0,0.9,43.8
Cc1oc2ccc(NS(=O)(=O)c3cccc4cccnc34)cc2c1C(=O)OC(C)C,-0.7,1.0,3.8,8.9,-21.0,0.1,1.1,2.1,-6.9
C(=N\n1cnnc1)/c1ccc(OCc2ccccc2)cc1,15.4,0.2,2.8,8.3,16.1,-1.2,0.9,-6.0,8.2
Cc1ccc2ncnc(Oc3ncccc3[N+](=O)[O-])c2c1,-4.9,2.4,11.3,16.1,9.0,-6.7,10.7,-2.0,2.4
COc1ccccc1C1C(C#N)=C(N)Oc2cc(C)n(Cc3ccccn3)c(=O)c21 (stereo not given),-7.3,-0.1,-0.5,2.1,16.8,-5.3,0.9,10.0[fluorescence artefact?],28.9
O=C(CC(=O)N/N=C/c1ccc(F)cc1)N/N=C/c1ccc(F)cc1,4.3,-0.5,7.8,5.4,16.1,-2.8,x,0.9,-58.8
COc1ccc(CCN=C(NS(=O)(=O)c2ccc(Cl)cc2)c2ccccc2)cc1,-13.7,0.1,0.4,6.5,4.5,-8.6,13.3,-0.6,25.9
O=C(Nc1cccc(Cl)c1)Nn1cnnc1,1.6,-0.1,11.8,12.2&10.2,-10.1,-2.8,11.2,-1.4,2.9&34.6
O=C1c2ccccc2-c2nnc(-c3ccc(F)cc3)cc21,-9.6,-0.7,1.2,4.3,-29.6,-8.1,7.9,2.6,-21.9

# As a short view, some entries already given.
SMILES,14-3-3 Bad PPI,L929 necroptosis,Hck Nef HTS,PGE2 EP2 inh,Calpain2 inh,Tb hexokinase,Rad51 HR inh,eIF4E 4G PPI,EP2 modulator
CCCc1cc(-c2nc(-c3ccc(Cl)cc3)cs2)ccn1,2.7,0.0,1.3,3.6,14.7,-4.8,-1.1,-1.1,25.9
CCCCCCCCn1c(N2CCN(c3cccc(Cl)c3)CC2)nc2c1c(=O)[nH]c(=O)n2C,-6.9,1.1,1.0,4.0,-5.6,-0.8,5.0,0.9,43.8

# Further records
SMILES,14-3-3 Bad PPI,L929 necroptosis,Hck Nef HTS,PGE2 EP2 inh,Calpain2 inh,Tb hexokinase,Rad51 HR inh,eIF4E 4G PPI,EP2 modulator
O=S(=O)(c1ccccc1Cl)N1CCC(O)(c2cccnc2)CC1,2.1,1.7,21.0,5.3&1.3,9.2,-1.3,-1.7,0.7,-35.4&-20.8
CCN(CC)C(=O)CNC(=S)N(CCCN1CCOCC1)Cc1cccs1,8.5,0.7,2.9,3.4,9.9,0.7,2.8,0.4,0.5
COc1ccc(CC(=O)Nc2cccc(-c3ccc4nncn4n3)c2)cc1OC,-3.9,3.3,-11.2,3.1,-2.8,0.0,1.0,-4.8,-40.8
CCOC(=O)CNC(=O)CNC(=O)c1nn(-c2ccc(OC)c(Cl)c2)c(=O)c2ccccc12,-14.3,0.7,21.7,10.4,-22.2,-1.4,4.8,0.8,-10.8
NC(=O)CN1CCN(c2nc(-c3ccc(F)cc3)cs2)CC1,-11.0,0.0,0.1,7.1,-20.8,-2.9,-4.8,10.1,-9.2
COc1ccc(OC(=O)CCc2c[nH]c3ccccc23)cc1,5.0,0.2,25.0,4.9,1.2,-0.2,0.3,2.3,-27.4
COc1cccc(NC(=S)N2CCN(c3ccccn3)CC2)c1,0.1[fluorescence artefact?],0.7,3.2,7.7,15.2,3.0,2.5,5.3,-101.0
O=C(NCc1ccccc1)c1ccc2nccnc2c1,19.7,-0.3,-1.7,10.6,-11.9,-6.1,-5.5,6.3,21.4
S=C(NCc1ccccn1)Nc1ccccc1,-6.2,0.7,-11.6,9.1,-7.7,-2.2,x,-5.9,18.6
CC1(C)CC(=O)C2=C(C1)OC(N)=C(C#N)C2c1ccc(OC(=O)N2CCOCC2)cc1 (stereo not given),-8.9,1.0,0.2,8.4,2.2,-6.7,-7.4,0.3,3.9
Cn1cccc1CC(=O)N/N=C/C(Cl)=C/c1ccccc1,-2.4[fluorescence artefact?],0.4,0.2,5.4,-30.3,-14.8,-11.3,2.0,1.9

# 3 of the entries above in order of their number in Calpain2 inh, largest number first:
Molecule	Calpain2 inh
COc1ccc(OC(=O)CCc2c[nH]c3ccccc23)cc1	1.2
S=C(NCc1ccccn1)Nc1ccccc1	-7.7
Cn1cccc1CC(=O)N/N=C/C(Cl)=C/c1ccccc1	-30.3

# These rows are one share of the data; the hit share may differ from the screen's.
